# CHT block = inhibitors of human choline transporter CHT; Q9GZV3; CHT-expressing cells, membrane potential dye, choline response; stronger effect = lower value; B-score at 10 µM; actives 0.86% (n = 310,000); AID 488975;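 active = B-score over 3 SD under the library average, and starting fluorescence ratio not unusually high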;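 also: choline stimulus applied at its EC90 after an EC20 pre-addition; B-score computed on integrated fluorescence ratio after choline addition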
# Target sequence (Q9GZV3 whole entry, looked up): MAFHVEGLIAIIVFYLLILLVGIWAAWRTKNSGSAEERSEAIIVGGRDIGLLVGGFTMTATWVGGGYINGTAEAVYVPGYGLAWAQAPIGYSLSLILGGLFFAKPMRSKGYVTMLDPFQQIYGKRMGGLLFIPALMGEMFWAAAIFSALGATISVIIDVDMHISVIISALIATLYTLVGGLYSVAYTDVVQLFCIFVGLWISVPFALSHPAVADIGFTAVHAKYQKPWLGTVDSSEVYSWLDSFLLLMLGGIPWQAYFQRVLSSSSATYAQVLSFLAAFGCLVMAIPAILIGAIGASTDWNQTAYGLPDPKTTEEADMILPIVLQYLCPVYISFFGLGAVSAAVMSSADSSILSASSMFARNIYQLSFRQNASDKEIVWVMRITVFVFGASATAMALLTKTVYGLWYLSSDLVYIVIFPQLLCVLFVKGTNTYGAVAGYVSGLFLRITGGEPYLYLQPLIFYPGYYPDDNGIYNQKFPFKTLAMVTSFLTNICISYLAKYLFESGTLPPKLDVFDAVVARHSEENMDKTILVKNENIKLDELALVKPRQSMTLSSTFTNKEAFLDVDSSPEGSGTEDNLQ
# CHT PAM = allosteric activators of human choline transporter CHT; CHT-expressing cells, membrane potential dye, choline EC20; stronger effect = higher value; LV-AA mutant CHT in HEK293 cells; B-score at 10 µM; actives 0.49% (n = 310,000);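 active = initial fluorescence not abnormally high and integrated response B-score, plate-corrected, over 3 SD above library mean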
# Numbers without * were called inactive; i = inactive.
SMILES	CHT block	CHT PAM
CCc1ccc(/C=C(\Cl)c2nc3cc(Cl)ccc3c(=O)[nH]2)cc1	i	i
NC(=O)CC(NC(=O)c1ccc(Br)cc1)c1ccc(N2CCN(c3ccccn3)CC2)c([N+](=O)[O-])c1 (centres undefined)	i	i
N[C@@H](Cc1ccc(O)c(I)c1)C(=O)O	i	i
CC(=O)NCCn1c(SCC(=O)NCCC2=CCCCC2)nc2ccccc2c1=O	i	i
CS(=O)(=O)N1CCCC(c2nc(-c3ccc(S(=O)(=O)NCc4ccccc4)cc3)no2)C1 (centres undefined)	i	i
COC(C(=O)Nc1ccnn1C1CCN(Cc2ccc(Cl)s2)CC1)c1ccccc1 (centres undefined)	i	i
Cc1nc(NC(=O)COc2ccccc2)sc1C(=O)Nc1ccccc1	i	i
CCCCn1c(N)c(N(CCOC)C(=O)c2cc(S(=O)(=O)N3CCCCC3)ccc2C)c(=O)[nH]c1=O	i	i
CN(Cc1ccccc1F)C(=O)CCCNC(=O)c1ccc(Cl)cc1	-5.78*	i
COc1ccccc1CNC(=O)CCc1nnc2ccc(NCCCN3CCCC3=O)nn12	i	i
COc1ccc(C(=O)Nc2ccccc2C(=O)NC(Cc2c[nH]c3ccccc23)C(=O)O)cc1 (centres undefined)	i	i
CC1(C)Cc2ccccc2C(NNC(=O)c2ccc(Br)o2)=N1	i	i
Cc1ccc(C(C)C)c(OCC(=O)N/N=C/c2cccn2C)c1	i	i
CN(CC(=O)NCc1ccc(F)cc1)S(=O)(=O)c1ccc(Br)s1	i	i
Cc1ccc(S(=O)(=O)NC2CCCC2)cc1C	i	i
CCN1C(=O)CSc2ccc(C(=O)NCc3ccc(OC)cc3)cc21	i	i
Cc1nn(C(C)C(=O)NCCCc2ccccc2)c(=O)c2nn(-c3ccccc3)c(C)c12 (centres undefined)	i	i
COc1c(OC(C)=O)ccc(/C=C/c2ccc3cccc(OC)c3n2)c1[N+](=O)[O-]	i	i
Cc1cc(C)c(OCC(=O)Nc2nnc(-c3ccco3)o2)c(C)c1	i	i
Cc1ccc2c(c1)N(CC(=O)N1CCCc3ccccc31)C(=O)CO2	i	i

# Fetched by structure from the list above (four):
SMILES	CHT block	CHT PAM
Cc1ccc(S(=O)(=O)NC2CCCC2)cc1C	i	i
Cc1ccc2c(c1)N(CC(=O)N1CCCc3ccccc31)C(=O)CO2	i	i
CCN1C(=O)CSc2ccc(C(=O)NCc3ccc(OC)cc3)cc21	i	i
COc1c(OC(C)=O)ccc(/C=C/c2ccc3cccc(OC)c3n2)c1[N+](=O)[O-]	i	i

# Next section:
SMILES	CHT block	CHT PAM
COc1ccc(C(=O)NC2CCN(C(=S)Nc3ccc(C)c(C)c3)CC2)cc1	i	i
Cn1c(=O)c2[nH]c(NCC3CCCO3)nc2n(-c2ccccc2)c1=O (centres undefined)	i	i
O=C(NCCO[N+](=O)[O-])c1cccnc1	i	i
CN1CCN(S(=O)(=O)c2ccc(Sc3nc4ccccc4[nH]3)c3nsnc23)CC1	i	i
O=C1c2ccccc2NC(c2ccc(Cl)cc2Cl)N1Cc1ccccc1 (centres undefined)	i	i
CN(CCc1nc2ccc(Cl)cc2[nH]1)Cc1nc(CC2CC2)no1	i	i
c1ccc(C2C3=C(CCCC3)Nc3ncnn32)cc1 (centres undefined)	i	i
Cc1cc(C)n2nc(C(=O)OCCOc3cccc(Br)c3)nc2n1	i	i
CN(/N=C/c1cc(Cl)cc(Cl)c1O)C(=S)NC(C)(C)C	-5.44*	i
CCOC(=O)c1cccc(NC(=O)C2CCN(c3ncnc4c3nc3n4CCCCC3)CC2)c1	i	i
COc1ccc(C(=O)CSc2nnc(CN3CCCCC3)n2-c2ccc(F)cc2)cc1OC	i	i
Cc1cccc(C(=O)N[C@H](C(=O)OCC(=O)NC2CCS(=O)(=O)C2)C(C)C)c1 (some centres undefined)	i	i
CCn1c(O)c(N=NC(=O)CNC(=O)c2ccccc2F)c2ccccc21	i	i
O=[N+]([O-])c1cccc2ccc(/C=C/c3ccc(C(F)(F)F)cc3)nc12	i	i
CSCC[C@H](NC(=O)c1cccs1)C(=O)N1CCC2(CC1)NCCc1[nH]cnc12	i	i
O=C(Nc1ccc(-c2ccc3nncn3n2)cc1)c1ccc(Br)o1	i	i
COc1cc(SC#N)ccc1N=Cc1c(C)[nH]n(-c2ccc(Cl)cc2)c1=O	i	i
CC[N+]1(C)CCC(=C2c3ccccc3CC(=O)c3sccc32)CC1 (centres undefined)	i	i
O=S(=O)(Nc1ccc(N2CCOCC2)cc1)c1ccc2ccccc2c1	i	i
CC(C)Oc1ccc(C(=O)NCC(=O)OCC(=O)N(C)Cc2cccs2)cc1	i	i
Cc1ccc(C(=O)N/C(=C/c2ccc(Cl)cc2)C(=O)N2CCOCC2)cc1	i	i
CN(/C=C/C(=C/C=[N+](C)c1ccccc1)OCCCS(=O)(=O)[O-])c1ccccc1	i	i
CC(Sc1nnc(-c2ccco2)n1C)C(=O)N1C(C)CCCC1C (centres undefined)	i	i
Cc1c(Br)c([N+](=O)[O-])nn1CC(=O)NCc1ccccn1	i	i
COc1cccc(OC)c1C(=O)Nc1nc(COc2ccccc2)cs1	i	i
Cn1c(=O)c2cc(S(=O)(=O)N3CCN(c4cccc(C(F)(F)F)c4)CC3)ccc2n(C)c1=O	i	i
O=C(O)Cn1c2c(c3ccccc31)CSc1ccc(Cl)cc1-2	i	i
O=C(c1cc(-c2ccc(O)cc2)on1)N1CCCc2ccccc21	i	i
Cc1ccc(S(=O)(=O)NNC(=O)c2cccs2)c(C)c1	i	i
O=C(CSc1nnc(-c2ccccc2)n1-c1ccccc1)N1c2ccccc2Sc2ccccc21	i	i
CCOc1ccc(C(C)=O)cc1CN1C(=O)NC2(CCCCCC2)C1=O	i	i
CN1CCC2(CC1)C1CN(C)CC=C1C(C#N)=C(N)C2(C#N)C#N (centres undefined)	i	i
COc1ccc(OC)c(-c2c3cc(O)c(=O)cc-3oc3cc(O)c(O)cc23)c1	i	i
C/C(=N\NC(N)=S)C1=CCC2C3CC[C@H]4CC(O)CC[C@]4(C)C3CC[C@]12C (some centres undefined)	i	i
COc1ccccc1CCNC(=O)C(=O)NCC1OCCN1S(=O)(=O)c1ccc(Cl)cc1 (centres undefined)	i	i
C/C(=N\Nc1ccc(C(=O)O)cc1)c1ccc(Br)cc1	i	i
CC(C(=O)Nc1ccccc1-c1ccccc1)N1CCN(Cc2ccccc2)CC1 (centres undefined)	i	i
Nc1ccc(/C=C/c2ccc3ncccc3c2)cc1	i	i
CCNc1nc(SCC(=O)OC)nc(N2CCOCC2)n1	i	i
COc1ccc(Cl)cc1NC(=O)CN(C)CC(=O)Nc1cc(OC)c(OC)c(OC)c1	i	i
COc1ccc(CC(=O)N/N=C/c2cccs2)cc1OC	i	i
Cc1nc(C)n(C(C)CNS(=O)(=O)c2ccc(C)c(C)c2)n1 (centres undefined)	i	i
CC1CCCCN1C(=O)c1ccc(C(=O)N2CCCCC2C)cc1 (centres undefined)	i	i
O=C(N/C(=C/c1cccc([N+](=O)[O-])c1)C(=O)N1CCCC1)c1ccccc1	i	i
Cc1ccc(NC(=O)c2ccc(S(=O)(=O)NCC3CCCO3)cc2)cc1C (centres undefined)	i	i
O=C(NCCC1=CCCCC1)c1cc(COc2ccc(F)cc2Cl)on1	i	i
NC(=O)NC(=O)CSc1nc2sc(-c3ccccc3)cc2c(=O)n1-c1ccccc1	i	i
CCOc1ccc(N2CC(C(=O)Nc3nnc(CC)s3)CC2=O)cc1 (centres undefined)	i	i
CCN(CC)CCNC(=O)/C(=C\c1cccn1C)NC(=O)c1cccs1	i	i
CCN(CC(=O)N1CCc2ccccc2C1)S(=O)(=O)c1ccc2ccccc2c1	i	i

# (listing goes on)
SMILES	CHT block	CHT PAM
N#CCC(=O)N/N=C/c1cn(Cc2ccc3ccccc3c2)c2ccccc12	i	i
CN(CC(=O)N1CCN(c2ccccn2)CC1)S(=O)(=O)c1ccc(Br)cc1	i	i
COc1ccc(-c2cc(C(=O)Nc3cccnc3Cl)no2)cc1	i	i
Cc1cc(OCC(=O)N2CCN(c3ccccn3)CC2)c(C)cc1Br	i	i
O=C(COC(=O)/C=C/c1ccccc1Cl)NCc1ccco1	i	i
CCN(CC(=O)Nc1ccc(NC(C)=O)cc1)C(=O)c1ccccc1SCc1c(C)noc1C	i	i
O=C(COC(=O)Cc1ccc(Cl)cc1)Nc1cc(S(=O)(=O)N2CCOCC2)ccc1N1CCCC1	i	i
CC[C@@]12C(=O)N(c3cccc(Cl)c3)C(=O)N1[C@H](c1ccc(Br)cc1)[C@@H]1C(=O)N(C(C)(C)C)C(=O)[C@@H]12	i	i
CCOC(=O)C(=O)c1c(-c2ccc(C)cc2)nc2ccccn12	i	i
CNC(=S)N1N=C(c2ccc(OC)cc2)CC1c1ccccc1Cl (centres undefined)	i	i
Cc1ccc(N(CC(=O)NCc2ccc(Cl)cc2)S(C)(=O)=O)cc1	i	i
COc1ccc(/C(N)=N/OC(=O)CSc2ccc(C)cc2)cc1	i	i
O=C(O)CCN1C(=O)c2ccccc2Sc2ncccc21	i	i
Cc1ccc(C(=O)Nc2cc(Cl)ccc2N2CCCCC2)s1	i	i
Cc1ccc(Cn2c(-c3nonc3N)nc3ccccc32)cc1	i	i
COc1ccc(-c2nc(CS(=O)CC(=O)NCc3ccc4c(c3)OCO4)c(C)o2)cc1OC (centres undefined)	i	i
CCn1cc(C(=O)NCCCN2CCN(C)CC2)c(=O)c2cc(S(=O)(=O)N3CCc4ccccc4C3)ccc21	-9.07*	i
Cc1cc(N2CCCN(C)CC2)nc2cc(Cl)ccc12	i	i
CCCCNC(=O)c1ccc2c(=O)n(CCCOCC)c(=S)[nH]c2c1	i	i
Cc1c(Cl)cnc(NC(=O)COC(=O)c2cc3c(s2)CCC(C)C3)c1Cl (centres undefined)	i	i
NS(=O)(=O)c1ccc(CCNC(=O)Cc2ccc(Cl)cc2)cc1	i	i
O=C(CSc1ccc(Cl)cc1)N1CCN(c2c(Cl)cccc2[N+](=O)[O-])CC1	i	i
Cc1ccc(S(=O)(=O)N(C)c2ccc(OC(=O)c3ccc(N4CCCC4=O)cc3)cc2)cc1	i	i
COc1ccc(S(=O)(=O)N2CCOC2CNC(=O)C(=O)NCCc2c[nH]c3ccccc23)cc1C (centres undefined)	i	i
O=C(CN1CCN(Cc2ccccc2)CC1)NCC1COc2ccccc2O1 (centres undefined)	i	i
Cc1nnsc1C(=O)NC1CCCc2c1cnn2-c1ccc(C(C)(C)C)cc1 (centres undefined)	i	i
O=C(NCCc1cccs1)C12CN(Cc3ccccc3)CC1C(c1cccc([N+](=O)[O-])c1)=NO2 (centres undefined)	i	i
O=C(NCCc1c[nH]c2ccccc12)C1CCC(=O)N(CCc2cccc(F)c2)C1 (centres undefined)	i	i
COc1ccc2oc(C(=O)OCC(=O)N(C)Cc3ccccc3)c(C)c2c1	i	i
C[N+](C)(C)CC(=O)N1CCN(c2ccc3ccccc3n2)CC1	i	8.73*
N#CC1=C(N)Oc2cc(O)c(Cl)cc2C1c1ccccc1F (centres undefined)	i	i
CSCC[C@H](NC(=O)COc1ccc(Cl)cc1)c1nc2ccccc2[nH]1	i	i
COc1ccc(OC)c(S(=O)(=O)N2CCC(C(=O)NCc3ccc4c(c3)OCO4)CC2)c1	i	i
COCC(=O)N1CCC(Oc2cccc(C(=O)NCc3ccccn3)c2)CC1	i	i
CCCCCOC(=O)C1=C(C)NC(=O)NC1c1ccccc1 (centres undefined)	i	i
CCN(CC(=O)Nc1ccc(OC)cc1)C(=O)c1ccc([N+](=O)[O-])cc1	i	i
O=C(Nc1cccc(O)c1)c1cc2nc(-c3ccccc3)cc(-c3ccccc3)n2n1	i	i
O=C(c1cc2ccccc2oc1=O)N1CCSC1c1ccco1 (centres undefined)	i	i
Cc1ccc(C(=O)N2CCN(C(=O)CN3CCCC3)C2)cc1	i	i
CCOC(=O)c1sc(N)c(C(=O)Nc2ccccc2OC)c1C	i	i
CCOc1ccc(OCCCC(=O)N2CCN(S(=O)(=O)c3ccc(Cl)cc3)CC2)cc1	i	i
O=C(O)CCN=Cc1c(O)c2ccccc2oc1=O	i	i
Cc1nc(Cl)sc1C(=O)Nc1ccc(C(F)(F)F)cc1	i	i
O=C1[C@@H]2[C@@H]3C[C@@H]([C@H]4ON=C(c5ccc(OCc6ccccc6)cc5)[C@@H]34)[C@@H]2C(=O)N1c1ccc2c(c1)OCO2	i	i
Cn1ccnc1SCC(=O)Nc1cccc([N+](=O)[O-])c1	i	i
CCC(=O)n1nc(-c2ccco2)nc1N	i	i
COc1cccc(-c2nnc(SCC(=O)OC(C)C)n2N)c1	i	i
CN(C)C(=S)c1ccc2ccccc2n1	i	i
Cc1ccc(CSc2nnc([C@@H]3CCCN3)o2)cc1	i	i
CCOc1ccc(C(=O)NCC(=O)OCC(=O)N2CCCCC2)cc1	i	i

# Some of the entries so far, with values under each structure.
# The line under a structure holds: CHT block, CHT PAM
O=C(O)CCN=Cc1c(O)c2ccccc2oc1=O
    i, i
Cn1ccnc1SCC(=O)Nc1cccc([N+](=O)[O-])c1
    i, i

# (list continues)
SMILES	CHT block	CHT PAM
Cc1cc(NC(=S)N(CCN2CCCCC2)Cc2ccco2)ccc1Cl	i	i
CCCC(=O)c1cc(F)c(N2CCN(S(=O)(=O)c3ccccc3)CC2)cc1C	i	i
COc1ccc(CN2CCNC(=O)C2CC(=O)NCC2CCOCC2)c(C)c1C (centres undefined)	i	i
COc1cc(C2C(C#N)=C(N)N(N(C)C)C3=C2C(=O)CCC3)ccc1O (centres undefined)	i	i

# Compound activity as filed in PubChem BioAssay.
